# Fh CTSL1 inh = cathepsin L1 inhibition, PFM18AAP counter-screen | recombinant F. hepatica cathepsin L1, Z-Leu-Arg-MCA fluorescence | inhibition, % at 5.96 µM | 0.49% of 300,000 active;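 active = inhibition above the mean of all tested compounds plus 3 SD, set per screening campaign, cut at about 17% in these data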;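 note: 0% = plate median of test compound wells and 100% = 1 µM Z-Phe-Ala-diazomethylketone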
# PP5 primary = blocks human protein phosphatase 5 activity. P53041. AID 1987. 0.18% of 320,000 active. inhibition, % at 6.7 µM. purified PP5c, OMFP substrate fluorescence;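 active = inhibition above the campaign's mean inhibition across all tested compounds plus 3 SD, cut at about 9.5% in these data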;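 note: 0% = DMSO only and 100% = 100 µM cantharidin control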
# Target sequence (P53041 whole entry, looked up): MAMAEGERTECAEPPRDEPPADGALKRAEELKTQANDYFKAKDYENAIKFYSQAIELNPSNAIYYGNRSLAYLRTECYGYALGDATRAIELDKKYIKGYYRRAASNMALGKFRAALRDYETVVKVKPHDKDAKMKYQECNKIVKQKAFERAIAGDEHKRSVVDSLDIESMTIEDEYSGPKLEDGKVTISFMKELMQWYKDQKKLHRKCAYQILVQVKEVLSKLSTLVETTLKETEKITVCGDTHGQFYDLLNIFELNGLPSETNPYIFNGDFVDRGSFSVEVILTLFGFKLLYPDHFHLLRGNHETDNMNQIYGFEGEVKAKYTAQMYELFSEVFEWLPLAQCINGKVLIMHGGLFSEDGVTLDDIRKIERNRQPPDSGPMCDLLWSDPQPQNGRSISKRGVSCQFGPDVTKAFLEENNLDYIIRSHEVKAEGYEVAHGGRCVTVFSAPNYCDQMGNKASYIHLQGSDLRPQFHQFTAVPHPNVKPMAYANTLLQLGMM
# AHR activator = activates the human aryl hydrocarbon receptor; 2.5% of 320,000 active; activation, % at 5 µM; P35869; AHR-responsive luciferase reporter cells, luminescence; in the data active = activation above about 47%;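 note: 0% = vehicle wells and 100% = reference agonist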
# proCasp7 act = counter-screen for procaspase-3 activators: activators of human procaspase-7 | P55210 | activation, % at 8.5 µM | 0.093% of 330,000 active | recombinant procaspase-7, Ac-DEVD-pNA absorbance 405 nm; D23A/D198A/D206A triple mutant, cannot self-cleave; scale: DMSO 0, 5 µM enzyme 100;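 active = percent activation above the screen-wide mean plus 3 SD, cut at about 25% in these data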
# Target sequence (P55210 whole entry D23A/D198A/D206A): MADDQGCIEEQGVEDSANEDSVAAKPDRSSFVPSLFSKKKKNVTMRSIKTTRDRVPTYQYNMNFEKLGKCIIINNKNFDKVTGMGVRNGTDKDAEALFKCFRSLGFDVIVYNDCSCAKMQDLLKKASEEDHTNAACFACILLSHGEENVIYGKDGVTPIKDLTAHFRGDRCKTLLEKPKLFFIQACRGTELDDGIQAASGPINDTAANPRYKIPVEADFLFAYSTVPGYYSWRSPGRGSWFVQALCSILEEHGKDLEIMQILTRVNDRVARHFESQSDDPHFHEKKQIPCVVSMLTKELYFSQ
#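 Replicates: singlicate. Assay system: Procaspase-7 triple mutant (PC-7 D3A). Signal: 405 nm absorbance of p-nitroaniline. Times: 1 h preincubation, 2 h reaction. Buffer or medium: Zinc-free HEPES pH 7.4 with 300 mM NaCl, 0.01% Triton X-100. Also added: DEVD-pNA substrate. Benchmarks: DMSO wells as 0%, DMSO with 5 µM added PC-7 as 100%.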
# PAFAH2 inh = PAFAH2 (human) inhibition; Q99487; recombinant PAFAH2, FP-rhodamine activity probe, fluorescence polarization; 0.99% of 340,000 active; AID 492956; inhibition, % at 3.39 µM;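 active = inhibition above the mean over all tested compounds plus 3 SD, cut at about 30% in these data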;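 note: inhibitors block probe labeling of enzyme so polarization drops; 0% = enzyme with DMSO and 100% = wells lacking PAFAH2 protein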
# PP1 counter = PP1-alpha (human) inhibition in PP5 counter-screen; inhibition, % at 6.7 µM; purified PP1alpha, OMFP fluorescence; 0.9% of 320,000 active;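 active = inhibition above the mean inhibition of all tested compounds plus 3 SD, computed separately for each screening campaign, cut at about 15% in these data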
# procasp3 activ = activates human procaspase-3; P42574; recombinant procaspase-3 D3A, Ac-DEVD-pNA absorbance 405 nm; 0.11% of 330,000 active; activation, % at 8.5 µM; AID 463141;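 active = activation above the mean of all tested compounds plus 3 SD, cut at about 21% in these data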;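 note: 0% = DMSO alone and 100% = DMSO wells spiked with extra 5 µM PC-3 D3A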
# Target sequence (P42574 whole entry D9A/D28A/D175A): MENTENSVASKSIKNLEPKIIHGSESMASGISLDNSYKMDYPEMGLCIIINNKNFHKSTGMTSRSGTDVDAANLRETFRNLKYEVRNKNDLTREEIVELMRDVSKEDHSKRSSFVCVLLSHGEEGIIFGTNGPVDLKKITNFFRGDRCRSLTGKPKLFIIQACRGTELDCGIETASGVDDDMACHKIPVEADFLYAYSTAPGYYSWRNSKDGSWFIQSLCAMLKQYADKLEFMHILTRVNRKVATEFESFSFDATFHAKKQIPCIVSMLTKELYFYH
#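 Assay system – Procaspase-3 D3A mutant, all three cleavage aspartates alanine · Controls – DMSO-only low control, 5 µM PC-3 D3A high control · Schedule – 1 h compound preincubation, 2 h substrate hydrolysis at 25 °C · Signal – 405 nm absorbance of p-nitroaniline, reads at 0 and 120 min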
# TPT1 inh = inhibitors of Candida albicans tRNA 2'-phosphotransferase TPT1; 0.81% of 300,000 active; AID 1962; recombinant caTPT1, FP RNA substrate dephosphorylation; inhibition, % at 5 µM;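 active = inhibition above the mean of all tested compounds plus 3 SD, set per screening campaign, cut at about 24% in these data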;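 note: plate controls were DMSO alone for no effect and ferristatin control at 100 nM for full effect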
# core dimer inh = blocks dimerization of HCV core protein | TR-FRET GST/Flag-core106 dimerization, 1536-well | inhibition, % at 5 µM | 0.33% of 300,000 active;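 active = inhibition above the mean of all tested compounds plus 3 SD, set per screening campaign, cut at about 45% in these data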
#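 Assay system: GST-tagged and Flag-tagged HCV core protein residues 1-106 / Times: compound-protein-antibody incubation 4 h at 22.5 °C / Signal: time-resolved FRET, ex 340 nm, em 617 and 671 nm / Evaluation: % inhibition based on acceptor/donor emission ratio / Benchmarks: wells lacking GST-core106 and wells with excess unlabelled core106 / Repeats: singlicate, one well per compound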
# * = called active by the depositor; . = not tested or not shown.
SMILES,Fh CTSL1 inh,PP5 primary,AHR activator,proCasp7 act,PAFAH2 inh,PP1 counter,procasp3 activ,TPT1 inh,core dimer inh
COC(=O)/C=c1/sc2nc3ccccc3n2c1=O,-2,3.7,1,-24,4,-3,-16,0,2
COc1cccc(C(=O)Nc2cccc(C(=O)N3CCOCC3)c2)c1,0,0.1,8,1,-6,-3,-6,-4,0
Cn1nc(C(=O)NC2=NCCS2)ccc1=O,2,0.0,7,-4,-1,-3,-1,-1,-13
Cc1nc2nc(SCC(=O)O)nn2c(C)c1Cc1c(F)cccc1Cl,1,0.1,3,-4,1,-2,3,1,8
O=C(NCCC(=O)N(CCc1ccccc1)Cc1ccccc1)c1ccc(Br)cc1,5,0.2,3,8,-2,7,-3,0,0
CC(C)(C)C1CCc2c(sc3c2C(=O)NC(c2ccco2)N3)C1 (stereo not given),-2,2.6,0,-11,8,-5,-2,4,28
O=C(NCc1ccccc1F)C(=O)NCC1CCCN1S(=O)(=O)c1cccs1 (stereo not given),-1,2.5,-4,11,4,5,6,-5,-5
Cc1ccc(C(=O)CC2SC(N)=NC2=O)cc1 (stereo not given),-1,-0.3,1,-3,-1,-3,-2,-2,-17
CCc1nnc(NC(=O)C(CC)c2ccccc2)s1 (stereo not given),-2,-1.8,5,-6,0,0,-1,5,-15
C/C=C/c1ccc(OCC(=O)N(CCOC)c2c(N)n(CCCC)c(=O)[nH]c2=O)c(OC)c1,4,-0.9,4,2,-1,-5,12,2,4
O=C(c1cnn(C(=O)c2ccccc2)c1)c1ccccc1O,-1,-0.6,3,13,1,0,10,1,19
CCCn1cc(S(=O)(=O)CC(=O)N2CCc3ccccc32)c2ccccc21,-10,0.7,15,11,4,3,5,3,10
CC(=O)C1=C(O)C(=O)N(CC#N)C1c1cccs1 (stereo not given),-5,3.8,-2,-7,-6,-1,-8,0,9
CCCCN(C(=O)c1c(CC)noc1C)c1c(N)n(CCC)c(=O)[nH]c1=O,-1,-1.9,0,-7,-5,-4,0,-2,-1
COc1cccc(/C=C2\SC(=O)N(CCC(=O)NNC(=O)c3ccccc3Cl)C2=O)c1,3,0.3,36,-1,-3,-1,11,0,-3
CC(=O)Nc1ccc(N2C(=O)CC(c3ccccc3)CC2=O)cc1,0,1.2,1,3,-4,-1,5,-1,-6
O=C(CN(CCc1ccccc1)C(=O)CNS(=O)(=O)c1ccccc1)NCC1CCCO1 (stereo not given),-2,2.1,5,-12,-3,6,-1,1,4
O=C(CCN1CCN(c2ccc([N+](=O)[O-])cc2)CC1)c1ccc(Cl)cc1,5,0.6,3,-26,2,5,-26,0,-13
CCCCN(C)CCCNC(=O)c1cccc(N2CCCC2=O)c1,0,0.3,0,10,-8,0,1,-1,-2
CCC(C)NC(=O)CN(C1CCCCC1)S(=O)(=O)c1ccc(F)cc1 (stereo not given),1,2.7,1,0,9,-5,-4,4,-4
Cn1c(CSCc2ccccc2Cl)n[nH]c1=S,2,0.3,-6,-5,3,-1,-4,0,-2
Cc1cccc(NC(=S)NN2CCN(C)CC2)c1,-1,-0.8,0,1,-2,-1,-1,-4,-5
CSc1c2c(nc3ncnn13)CCC2,2,0.8,-2,0,-6,-2,7,0,-3
CCOC(=O)C(NC(C)=O)C(=O)Nc1c(C)cccc1C (stereo not given),8,1.4,-1,0,3,2,-1,1,3
Cc1ccc(NCc2n[nH]c(=S)n2-c2ccccc2)cc1Cl,-11,1.2,2,-31,6,3,-6,0,0
Cc1ccnc(NC(=O)CCC(=O)N(CC(=O)NCc2ccccc2)c2ccc3c(c2)OCO3)c1,0,-0.8,13,-3,7,0,-10,-2,3
O=C(NNc1c([N+](=O)[O-])cc(C(F)(F)F)cc1[N+](=O)[O-])c1ccco1,-1,2.5,-1,-10,14,-1,-6,0,-49
COc1cccc(-n2c(N)cc(=O)nc2SCC(=O)Nc2cc(C)on2)c1,-2,3.0,2,3,1,-3,5,0,1
Cc1ccc(S(=O)(=O)NCCCNC(=O)N2CCOCC2)cc1,-2,2.3,-2,16,1,-2,-3,1,-2
O=C(Cn1c(NCCCO)nc2ccccc21)c1ccc(F)cc1,3,-3.0,3,8,3,2,8,-2,-17
CCOC(=O)N1CCN(C(=O)c2ccc3c(=O)n(Cc4ccc(Cl)cc4)c(=S)[nH]c3c2)CC1,4,2.1,-2,-3,1,0,7,-3,8
Cn1c(Cn2c(=O)sc3ccccc32)nnc1SCC(=O)NC1CCCCC1,-1,0.8,-2,1,0,-4,-1,1,1
COc1ccc(-c2cc(C(F)(F)F)nc(SCCC(=O)N3CCCC3)n2)cc1,3,2.3,-5,3,-2,-5,7,0,4
COc1ccc(CCC(=O)Nc2c(C)n(C)n(-c3ccccc3)c2=O)cc1,0,-1.9,6,4,4,-2,-1,3,4
CN=C1S/C(=C\c2c(OC)cc(OC)cc2OC)C(=O)N1C,0,3.4,30,-8,1,-1,-7,5,-8
COC(=O)c1ccc(C2Nc3ccc(/C(C)=N/NC(=O)C(OC)c4ccccc4)cc3C3C=CCC32)cc1 (stereo not given),2,3.2,7,2,1,21*,-9,4,46
O=C(NCCNC(=O)c1cc(Cl)ccc1Cl)c1ccccn1,0,4.7,-2,-4,-6,-2,-2,-1,1
COC(=O)CCCCC1SCC2NC(=O)NC21 (stereo not given),4,-2.9,-1,4,-1,-5,0,2,2
O=S1(=O)NC2CCCCCN2c2ccc(F)cc21 (stereo not given),2,2.0,0,-5,0,0,-6,0,-1
O=C(CN(C(=O)CCC(=O)Nc1nccs1)c1ccc(F)cc1)NCc1ccc(F)cc1,2,1.1,3,-1,-12,0,-3,-5,-15

# Three entries from above, ordered by the number in TPT1 inh, smallest number first.
Compound | TPT1 inh
COc1cccc(-n2c(N)cc(=O)nc2SCC(=O)Nc2cc(C)on2)c1 | 0
CC(C)(C)C1CCc2c(sc3c2C(=O)NC(c2ccco2)N3)C1 (stereo not given) | 4
CN=C1S/C(=C\c2c(OC)cc(OC)cc2OC)C(=O)N1C | 5

# The listing picks up; the two compounds before the break are reprinted first.
SMILES,Fh CTSL1 inh,PP5 primary,AHR activator,proCasp7 act,PAFAH2 inh,PP1 counter,procasp3 activ,TPT1 inh,core dimer inh
O=S1(=O)NC2CCCCCN2c2ccc(F)cc21 (stereo not given),2,2.0,0,-5,0,0,-6,0,-1
O=C(CN(C(=O)CCC(=O)Nc1nccs1)c1ccc(F)cc1)NCc1ccc(F)cc1,2,1.1,3,-1,-12,0,-3,-5,-15
Cc1ccc(S(=O)(=O)N2CC(O)CC2C(=O)OCc2nc3sc(C)c(C)c3c(=O)[nH]2)cc1 (stereo not given),-2,2.5,25,0,3,3,-6,0,3
Cc1cc(C(=O)CSc2nc(N)cc(=O)[nH]2)c(C)n1CCc1ccc(F)cc1,6,1.8,-3,0,-9,6,-5,3,24
Cc1nc2ccc(NC(=O)CCS(=O)(=O)c3ccccc3)cc2s1,4,1.2,5,-4,5,-2,2,6,-4
Oc1ccc(Br)cc1-c1cc(-c2ccccc2)n[nH]1,6,7.0,61*,-5,-15,5,-2,1,5
CCCCn1c(N)c(N(CCOC)C(=O)C2CCN(S(=O)(=O)c3ccccc3)CC2)c(=O)[nH]c1=O,1,-0.7,2,4,4,-4,-1,-1,-3
CN1CCCN(C(=O)c2c(F)cccc2Cl)CC1,0,3.7,2,4,2,-2,11,-1,1
CCN(CC)C(=O)C1CCN(S(=O)(=O)c2c(C)noc2/C=C/c2cccc(C)c2)CC1,2,3.5,1,5,3,2,-7,-2,4
O=C(COC(=O)c1cccc(C(=O)OCC(=O)NC2CCCCC2)n1)NC1CCCCC1,-5,1.8,-2,-1,-12,0,3,1,8
CC1CCC2(CC1)NC(=O)N(NC(=O)CSc1nnc(NC3CC3)s1)C2=O (stereo not given),.,2.9,0,3,1,-1,6,.,.
CCCNC(=O)N1CCN(C(c2ccccc2)c2ccccc2)CC1,4,4.2,-2,9,1,-2,2,-6,-1
CC(=O)c1cnc(SCc2ccc(Cl)cc2)nc1C,-4,0.9,-3,6,-1,0,2,-2,1
COC(=O)Cc1c(C)nc2nc(NCc3ccccc3OC)[nH]n2c1=O,0,1.5,0,3,-13,0,2,-2,0
CCC(c1nnnn1CCc1ccccc1)N(Cc1ccco1)Cc1cc2c(C)ccc(C)c2[nH]c1=O (stereo not given),6,1.3,11,-23,6,16*,-12,0,19
O=C(CCc1nc(-c2ccccc2)no1)NCc1ccco1,-1,2.0,12,-10,-2,-1,4,4,37
CCN(Cc1cc2cc(C)ccc2[nH]c1=O)C(=O)c1cccc([N+](=O)[O-])c1,2,0.3,13,1,1,2,10,1,0
Clc1ccc(Nc2ncn[nH]2)cc1,1,3.7,5,4,-1,5,12,0,-3
O=C(NCCCN1CCOCC1)c1sc2ccccc2c1Cl,5,1.0,10,6,3,-3,-5,-2,-5
CCOc1ccccc1NC(=O)CSCC(=O)Nc1ccccc1,0,-0.5,0,10,2,-2,-4,2,0
Cc1cc2ccccn2c1C(=O)c1ccc(S(=O)(=O)N(C)C)cc1,-8,-1.4,0,6,2,-2,-1,1,1
O=S1(=O)C=C(Oc2ccc3ccccc3c2)c2ccccc21,1,-1.0,7,0,4,2,12,0,3
O=C(O)c1sc2cccc(Cl)c2c1Cl,-1,2.3,15,4,12,5,9,-2,4
COc1ccc(S(=O)(=O)N(CCC#N)Cc2ccco2)cc1OC,-4,1.1,-2,-1,1,3,10,1,4
Cc1c(N=C2N=C(NC(=O)c3cccs3)c3ccccc32)c(=O)n(-c2ccccc2)n1C,-2,1.1,20,9,9,-1,-1,85*,10
O=C(COc1ncnc2ccccc12)Nc1cc(S(=O)(=O)N2CCOCC2)ccc1Cl,0,0.8,0,7,4,-3,-1,1,1
CC1CN=C(NC(=O)c2cccc([N+](=O)[O-])c2)S1 (stereo not given),1,1.2,-1,-17,-3,-1,-3,-3,9
CN1C(=O)NC(c2ccccc2)C2=C1CN(Cc1ccco1)C2=O (stereo not given),-2,-0.4,-1,-8,2,-1,5,0,-2
C/C(=N/OC(=O)c1c(-c2c(Cl)cccc2Cl)noc1C)c1cnccn1,1,2.9,10,4,8,1,0,-1,0
COc1ccc(S(=O)(=O)N2CCC(C(=O)N3CCN(C)CC3)CC2)cc1OC,-1,2.2,0,-1,-14,-6,4,-3,3
CCCc1nc2ccccc2c(=O)n1NC(=O)c1c(O)c2ccccc2n(C)c1=O,-1,-1.5,0,7,7,1,2,1,6
O=C(CCl)N=c1sccn1Cc1ccc(Cl)cc1Cl,13,-0.3,-1,2,4,-2,-10,0,12
COc1cccc(COC(=O)c2sc3nc4n(c(=O)c3c2C)CCC4)c1OC,7,-1.7,1,7,0,-1,-6,0,-1
COc1cc(OC)cc(C(=O)N[C@H](C(=O)Nc2nnc(C3CC3)s2)C(C)C)c1,1,2.0,1,4,4,-5,9,-2,1

# Screening results as filed in PubChem.

# Rows were taken by chance; overall some 5.6% were active at least once.
